TCR activator: activates T cell receptor signaling; primary human leukocytes, anti-CD3, IL-2 HTRF, 48 h; Potency, µM (doses to about 9.22 µM), for inactives: top-dose activation of IL-2 secretion, hits mostly activators; 330,000 tested, under 10 active; AID 504894; also: % of control where 0% means no effect
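Readout: HTRF IL-2, Eu-cryptate/d2 antibody pair, 320nm excitation, 665nm emission. Stimulus: a-CD3 beads, no co-stimulation. Cells: primary human leukocytes. Exposure: 48 hr with compound.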
TSHR antagonist: blocks TSH signaling through the human TSH receptor | activity change, negative = inhibition, % at 11.5 µM | P16473 | 330,000 compounds, 0.2% hits | TSHR-expressing cells, TSH-stimulated cAMP HTRF, 2 h; hits give low values;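 active = activity change below a set negative limit, meaning inhibition stronger than a set level, cut at about -70% in these data; inconclusive = activity change between two set negative limits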; also: % is scaled to controls: 0 for no effect and ±100 for the full control effect
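Competitive HTRF cAMP read-out (cryptate anti-cAMP antibody, cAMP-d2; 30 min, room temperature) in freshly harvested TSHR cells. Compounds added before TSH at EC80 (4nM final), followed by 2 hours' incubation at 37 deg C.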
TSG101-PTAP inh: blocks PTAP/TSG101 interaction to inhibit HIV-1 budding; Q99816; Fluorescence polarization, FITC-PTAP peptide / Tsg101 binding; Potency, µM (highest dose often 115 µM), for inactives: at the top dose activity change, negative = inhibition, actives largely listed as inhibitors; 340,000 tested, under 10 active; active = well fitted inhibition curve with a large enough effect in the main read-out, with a control signal flat, not every such curve was filed as active; inconclusive = small, poorly fitted or top-dose-only effect, or effect the other way, or a change in a side signal; inactive = no such curve, though single readings can be large or run the other way; also: potency is read from the fitted curve at half-maximal effect; % of control where 0% means no effect
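Fluorescence polarization binding of Tsg101 binding domain (10 uM final) to FITC-labeled PTAP peptide (50 nM final) in HEPES pH 7.5 buffer with NaCl, Tween 20, EDTA, TCEP. Compounds added before peptide; binding 20 min at RT.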
USP2a block: blocks human ubiquitin-specific protease USP2a; O75604; USP2 core, Ub-CHOP2 coupled fluorogenic reporter, 485/531; Potency, µM (highest dose often 38.3 µM), without a hit: at the highest dose activity change, negative = inhibition, most hits filed as inhibitors; 330,000 compounds, 0.01% hits; AID 463254;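 also: potency is read from the fitted curve at half-maximal effect; plate controls were DMSO wells for no effect and full inhibition by NEM control for full effect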
Target sequence (O75604 whole entry, looked up): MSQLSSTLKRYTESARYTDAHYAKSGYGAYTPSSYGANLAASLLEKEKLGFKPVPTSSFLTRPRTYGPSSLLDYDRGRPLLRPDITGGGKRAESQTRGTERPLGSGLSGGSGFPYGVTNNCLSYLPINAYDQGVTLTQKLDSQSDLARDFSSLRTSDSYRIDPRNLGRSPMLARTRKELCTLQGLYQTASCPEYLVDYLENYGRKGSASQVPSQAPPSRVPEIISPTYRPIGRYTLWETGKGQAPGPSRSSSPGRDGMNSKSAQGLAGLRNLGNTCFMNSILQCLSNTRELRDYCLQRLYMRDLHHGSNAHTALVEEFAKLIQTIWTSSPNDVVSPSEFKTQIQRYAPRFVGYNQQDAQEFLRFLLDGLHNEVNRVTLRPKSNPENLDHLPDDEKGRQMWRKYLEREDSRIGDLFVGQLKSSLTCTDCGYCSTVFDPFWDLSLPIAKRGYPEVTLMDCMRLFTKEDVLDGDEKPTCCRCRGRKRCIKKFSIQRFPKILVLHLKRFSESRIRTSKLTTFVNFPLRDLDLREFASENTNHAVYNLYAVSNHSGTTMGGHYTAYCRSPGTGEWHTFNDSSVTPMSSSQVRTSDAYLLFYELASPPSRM
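Cell-free coupled assay: 10nM USP2 core preincubated 30min RT with compound in Tris-HCl pH 8.0/CaCl2/CHAPS buffer, then 25nM Ub-CHOP2 and 25nM reporter substrate; fluorescence (Ex 485/Em 531) read after 60min RT, normalized to NEM inhibition, concentration-response curves fitted.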
Chronic BCR inh: chronic active BCR signaling inhibition; ABC-DLBCL IkBa-CBG/CBR reporter, luminescence ratio, 4 h; Potency, µM (highest dose often 46.1 µM), without a hit: top-dose ratio change, negative = lower green/red ratio, usual class: inhibitors; 340,000 compounds, 0.05% hits; active = well fitted inhibition curve with a large enough effect in the signal ratio, with a control signal flat, not every such curve was filed as active; inconclusive = small, poorly fitted or top-dose-only effect, or effect the other way, or a change in a side signal; the % refers to the signal ratio;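 also: potency is read from the fitted curve at half-maximal effect; plate controls were basal doxycycline-induced cells for no effect and cells given 10 µM MG132 for full effect; MG132 reads +100%, hits lower the ratio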
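Doxycycline induced both beetle luciferases in TMD8 lymphoma cells; IKK-driven degradation limits the IkappaBalpha-fused green signal, while red luminescence normalises for cell number and nonspecific effects. Compounds tested up to 46 uM, 4 hrs.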
Tb PFK inh: inhibitors of T. brucei phosphofructokinase; O15648; T. brucei PFK, ADP-Glo luminescence; Potency, µM (highest dose often 57.5 µM), inactives show top-dose activity, negative = inhibition, hits mostly inhibitors; 330,000 compounds, 0.17% hits; AID 485367;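 also: potency is read from the fitted curve at half-maximal effect; 0% = uninhibited 1x PFK enzyme wells and -100% = no-enzyme wells; nearly all actives have a fitted effect of over 60% in size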
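ADP-Glo luminescence quantified ADP after 45 min at room temperature, with 1.25 nM T. brucei PFK, 0.1 mM ATP and 0.5 mM fructose-6-phosphate in pH 8.0 TEA buffer. qHTS titrations up to 57 µM; curves classified by quality.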
B2AR arrestin: beta2AR (human) beta-arrestin recruitment activity; P07550; beta-arrestin recruitment to beta2AR, cell-based reporter; Potency, µM (series often up to 46.1 µM), without a hit: top-dose activation, hits mostly activators; 330,000 compounds, 0.02% hits; AID 492947;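 also: potency is read from the fitted curve at half-maximal effect; 0% = DMSO controls and full agonism = EC100 isoproterenol or metaproterenol; nearly all actives have a fitted effect of over 65% in size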
Target sequence (P07550 whole entry, looked up): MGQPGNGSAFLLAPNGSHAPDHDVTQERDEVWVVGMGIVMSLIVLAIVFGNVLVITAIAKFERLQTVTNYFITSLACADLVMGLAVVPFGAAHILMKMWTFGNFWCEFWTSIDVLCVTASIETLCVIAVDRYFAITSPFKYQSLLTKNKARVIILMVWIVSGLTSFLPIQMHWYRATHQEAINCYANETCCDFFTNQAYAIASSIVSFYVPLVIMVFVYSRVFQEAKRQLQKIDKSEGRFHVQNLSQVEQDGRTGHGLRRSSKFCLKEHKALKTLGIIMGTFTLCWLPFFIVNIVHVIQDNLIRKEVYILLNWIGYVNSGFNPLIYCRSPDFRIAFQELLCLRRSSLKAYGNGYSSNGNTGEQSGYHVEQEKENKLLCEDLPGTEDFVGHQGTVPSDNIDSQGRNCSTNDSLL
uPA generation: blocks generation of uPA at the cell surface | AID 540303 | 330,000 compounds, 0.31% hits | cell surface uPA generation assay, qHTS | Potency, µM (doses to about 38.3 µM), for the others: top-dose activity change, negative = inhibition, usual class: inhibitors; active = well fitted inhibition curve with a large enough effect; inconclusive = small, poorly fitted or top-dose-only effect; inactive = no such curve, though single readings can be large or run the other way; tested in mouse RAW 264.7 cells; also: potency is read from the fitted curve at half-maximal effect; % is scaled to controls: 0 for no effect and ±100 for the full control effect; nearly all actives have a fitted effect of over 55% in size
Eya2 inh: blocks the phosphatase activity of human Eya2; O00167; recombinant Eya2, OMFP fluorescence dephosphorylation (OMFP is methylfluorescein phosphate); Potency, µM (series often up to 76.9 µM), for inactives: top-dose activity, negative = inhibition, hits mostly inhibitors; 330,000 compounds, 0.006% hits; also: potency is read from the fitted curve at half-maximal effect; % is scaled to controls: 0 for no effect and ±100 for the full control effect
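Eya2 (0.2 uM) preincubated 10 min at ambient with compound, then OMFP substrate added at 50 uM; 10 min reaction in 50 mM HEPES pH 7.5, 50 mM NaCl, 5 uM MgCl2, 0.05% BSA, 1 mM DTT. Fluorescence read at Ex 485/Em 525 nm.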
Mito fusion act: blocks mitochondrial division or promotes mitochondrial fusion | S. cerevisiae fusion-defective mutant growth rescue, CellTiterGlo 48 h | Potency, µM (titrated, usually from 46.1 µM), inactives show at the highest dose growth rescue (activation), usual class: activators | 320,000 compounds, 0.23% hits;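 also: potency is read from the fitted curve at half-maximal effect; % of control where 0% means no effect; nearly all actives have a fitted effect of over 45% in size; temperature-sensitive fusion mutants such as fzo1-1 at 37 °C on non-fermentable ethanol glycerol medium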
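Temperature-sensitive fusion-defective S. cerevisiae (e.g. fzo1-1, mgm1-5) were grown with compound in YPEG medium (3% ethanol, 3% glycerol) for 48 hours at 37C. Growth rescue was measured as viability by CellTiterGlo luminescence after 10 minutes at ambient.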
ELG1 DNA repair: ELG1-dependent DNA repair inhibition. HEK293T ELG1-luciferase reporter, luminescence, 16 h; DNA damage induced by 5-fluorouridine. Potency, µM (titrated, usually from 46.1 µM), without a hit: at the highest dose activity change, negative = inhibition, actives largely listed as inhibitors. 330,000 compounds, 2.3% hits. AID 504467; also: potency is read from the fitted curve at half-maximal effect; % is scaled to controls: 0 for no effect and ±100 for the full control effect; nearly all actives have a fitted effect of over 55% in size
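DMSO vehicle served as the neutral condition. Each well held 2,000 cells given 5-fluorouridine plus compound; after 16 hr at 37 °C/5% CO2, ONE-Glo was added and luciferase measured 30 min later.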
The depositor's hits bear a star; ? = inconclusive; · = not tested or not shown; [ ] = remark or other dose. Unless noted, calls follow the shape of the dose curve; as a rule, active = well fitted curve in the direction sought with a large enough effect; inconclusive = small, poorly fitted or top-dose-only effect, or another doubt; inactive = no such curve, though single readings can be large; an effect the other way counts as inactive or inconclusive. Random draw from the library. Share with any hit: about 3%.

Compound	TCR activator	TSHR antagonist	TSG101-PTAP inh	USP2a block	Chronic BCR inh	Tb PFK inh	B2AR arrestin	uPA generation	Eya2 inh	Mito fusion act	ELG1 DNA repair
CSc1nc(-c2ccccc2)nc(N)c1C(C)=O	·	12	·	2%	?	-6%	-1.8%	·	19%	3%	21%
Cc1ccc(CCNC(=O)c2cccc(NC3=NC4CS(=O)(=O)CC4S3)c2)cc1 (stereo unspecified)	-3%	0	-1%	0%	-2%	-1%	-0.1%	-3%	5%	2%	13%
CC1CCN(C(C)C(=O)Nc2ccc(S(=O)(=O)N3CCCC3)cc2)CC1 (stereo unspecified)	-2%	11	-4%	4%	2%	-1%	-0.9%	-17%	4%	0%	9%
COC(=O)c1sccc1NC(=S)N1C(C)CCCC1C (stereo unspecified)	-3%	-5	-4%	0%	-12%	9%	0.3%	7%	3%	-3%	15%
COc1cccc(/C=N/N(C)C2=NS(=O)(=O)c3ccccc32)c1O	0%	-4	-4%	-1%	3%	-1%	0.3%	7%	9%	1%	-9%
Cc1cc(C[n+]2ccsc2N)c2ncccc2c1	3%	3	2%	-2%	-15%	-1%	-0.4%	-14%	-1%	-2%	1%
COc1ccc(NC(=O)CC2C(=O)Nc3ccccc3N2CC(=O)N2CCCC2)cc1 (stereo unspecified)	-19%	7	0%	-1%	?	-1%	0.5%	3%	-17%	-2%	0%
O=[N+]([O-])c1cccc(CNC2CCCCCC2)c1	-2%	-7	-1%	0%	1%	-16%	0.2%	-2%	-3%	-1%	11%
Cc1ccc(C)c(S(=O)(=O)N2CCCC2CNC(=O)c2ccc([N+](=O)[O-])cc2)c1 (stereo unspecified)	0%	-13	-6%	2%	-21%	-1%	-0.2%	6%	-16%	3%	-10%
O=[N+]([O-])c1ccc(COn2nnc3ccccc32)cc1	-1%	4	-4%	0%	?	-3%	0.3%	-2%	0%	3%	?
CCc1ccc(NC(=S)Nc2ccc3cn[nH]c3c2)cc1	-1%[46.1 µM]	-5	-5%	-6%	0%	?	-1.0%	-8%	-6%	8%	?
COc1ccc(CCNC(=S)NC2CCN(Cc3ccccc3)CC2)cc1OC	·	14	-1%	-1%	?	-1%	0.1%	3%	-22%	28%	-26%
COC(=O)c1c(NC(C)=O)sc(C(=O)Nc2ccccc2OC)c1C	3%	-16	-10%	2%	?	1%	-0.6%	0%	0%	9%	-19%
NNc1nc(-c2ccccc2)c2cc(Cl)ccc2n1	-8%	2	-5%	-2%	?	5%	-0.3%	-3%	-20%	0%	-5%
COc1ccc(Br)cc1CNCC1CCCO1 (stereo unspecified)	-4%	6	0%	3%	0%	5%	0.4%	5%	-19%	0%	-9%
COc1cccc(N2C(=O)CC(Nc3ccc(N4CCOCC4)cc3)C2=O)c1 (stereo unspecified)	2%	-4	-15%	-1%	6%	6%	0.4%	2%	-2%	-3%	2%
COc1ccc(-c2cn[nH]c2-c2ccc(OCc3ccc([N+](=O)[O-])cc3)cc2O)cc1	1%[46.1 µM]	23	0%	0%	1%	19%	2.7%	10%	1%	15%	?
Cc1cc(C)nc(N(C#N)S(=O)(=O)c2ccc(Br)cc2)n1	·	4	·	5%	11%	4%	-0.1%	·	18%	-1%	6%
O=C(NCC(c1ccco1)N1CCN(c2ccc(F)cc2)CC1)C1CCCCC1 (stereo unspecified)	-5%	2	-2%	-1%	-5%	-7%	-0.4%	-8%	-16%	12%	?
O=C(NCCc1nnc2ccc(NCc3ccc(F)cc3)nn12)c1ccccc1	-5%	19	-1%	7%	-25%	-8%	-0.1%	11%	8%	-5%	10%
Cc1ccc(C[C@H](C(=O)O)N2C(=O)c3ccc(C(=O)O)cc3C2=O)cc1	·	-10	·	-1%	-13%	?	-1.9%	·	-15%	4%	·
Cc1cc(N2CC(C)OC(C)C2)nc(C(C)C)n1 (stereo unspecified)	1%	11	-1%	5%	2%	-5%	-0.3%	-6%	-8%	4%	-2%
COc1cc(NC(=O)CN(C)S(=O)(=O)c2cccs2)cc(OC)c1	2%	-3	-3%	1%	2%	-6%	-0.3%	1%	10%	-1%	3%
CCOC(=O)c1ccc(NC(=S)NNC(=O)c2cc(-c3cccnc3)nc3ccccc23)cc1	1%	-25	-8%	-8%	0%	-9%	0.4%	1%	1%	-6%	15µM*
O=C(CCCOc1ccc(Br)cc1)NNC(=O)c1ccncc1	1%	3	0%	1%	8%	-2%	-0.5%	0%	-32%	-1%	22%
COc1ccc(COc2ccc3c(C)cc(=O)oc3c2)cc1	·	-4	-1%	2%	?	0%	-1.3%	-2%	-25%	1%	?
C#CCNc1ccc([N+](=O)[O-])cc1	0%	3	-1%	2%	-1%	24µM*	0.1%	-3%	-7%	2%	30%
O=C(NCc1ccc2c(c1)OCO2)c1cc(F)c(F)cc1Cl	·	6	-3%	-1%	-4%	0%	-0.8%	2%	12%	0%	?
O=C(COc1ccc2c(c1)oc(=O)c1ccccc12)N[C@@H](Cc1c[nH]c2ccccc12)C(=O)O	3%	3	-3%	-3%	-10%	2%	-0.4%	-18%	4%	0%	-10%
Cc1ccc(OCC(=O)O/N=C(\N)c2ccccn2)cc1	-5%	0	-1%	-1%	?	1%	-0.1%	·	-2%	-4%	?
COc1ccc(Br)c(OC)c1C(=O)NC(=O)Nc1nc(C)cc(C)n1	5%	-7	-4%	1%	-4%	1%	4.9%	-4%	15%	-3%	-2%
COc1ccc(CCNc2ccc(C(=O)O)cc2[N+](=O)[O-])cc1OC	0%	-16	-3%	3%	-2%	-3%	0.0%	3%	-16%	3%	10%
CC(C)OC(=O)c1c2nc3ccccc3nc2n2c1[nH]c(=O)c1ccccc12	·	3	·	3%	0%	-9%	0.1%	·	6%	8%	-8%
COCCNC(=O)Cc1c(C)c2c(cc(C)c3c(C(C)(C)C)coc32)oc1=O	-1%	-12	-3%	5%	?	13%	-0.7%	-13%	-15%	?	6%
Cc1n[nH]c(=O)c2c(NC(=O)CSc3nnc(-c4ccco4)n3C)oc(C)c12	·	8	-2%	-1%	0%	3%	0.1%	?	-8%	-3%	-3%
O=S(=O)(Cc1ccccc1)N1CCNCC1	9%	-6	-4%	1%	0%	0%	-0.2%	-2%	-4%	12%	4%
CCN(CC(=O)Nc1ccc2c(c1)OCCO2)C(=O)CN1C(=O)NC(C)(c2ccc(C)cc2)C1=O (stereo unspecified)	·	2	-3%	3%	7%	0%	-1.8%	5%	9%	-1%	6%
c1ccc(CN2CCN(CCOCCOc3cccc4ccccc34)CC2)cc1	-5%	20	-3%	?	?	-10%	-0.2%	14%	-24%	-7%	18µM*
CC1CCCCN1C(=O)CN(C)S(=O)(=O)c1cccc2nsnc12 (stereo unspecified)	-3%	-4	-3%	3%	-11%	0%	0.5%	-2%	-9%	1%	16%
CC(=O)c1ccc(OCc2cc(C(=O)N(C)Cc3ncc(C)[nH]3)no2)cc1	-1%	17	·	5%	?	-2%	-1.0%	-5%	8%	-3%	29%
Cn1c(/N=C/c2ccccc2[N+](=O)[O-])nc2ccccc21	-12%	-8	-5%	-2%	-1%	-4%	-3.3%	15%	?	0%	2%
COc1cc(F)ccc1S(=O)(=O)N1CCN(c2ccccc2)CC1	4%	-6	-1%	-1%	-2%	1%	0.0%	0%	-1%	2%	3%

From PubChem
